AHR act = human AHR activation. AHR-responsive luciferase reporter cells, luminescence. activation, % at 5 µM. 2.5% of 320,000 active; in the data active = activation above about 47%;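 also: 0% = vehicle wells and 100% = reference agonist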
Fam108B inh = counter-screen for RBBP9 inhibitors: inhibitors of mouse Fam108B | recombinant Fam108B, FP-Rh probe fluorescence polarization | inhibition, % at 9.51 µM | 0.33% of 300,000 active | AID 1947;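 active = inhibition above the screen mean inhibition plus 3 SD, computed separately per campaign, cut at about 18% in these data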;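 also: inhibitors lower polarization as less probe binds the enzyme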
pPAFAH inh = inhibitors of human plasma PAF acetylhydrolase (pPAFAH); inhibition, % at 3.39 µM; recombinant pPAFAH, FP-rhodamine probe fluorescence polarization; AID 463082; 1.5% of 330,000 active;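 active = inhibition above the mean inhibition across the screen plus 3 SD, cut at about 25% in these data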;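 also: inhibitors block binding of the rhodamine activity-based probe so polarization drops; 0% = enzyme with DMSO and 100% = wells lacking pPAFAH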
Target sequence (Q13093 whole entry, looked up): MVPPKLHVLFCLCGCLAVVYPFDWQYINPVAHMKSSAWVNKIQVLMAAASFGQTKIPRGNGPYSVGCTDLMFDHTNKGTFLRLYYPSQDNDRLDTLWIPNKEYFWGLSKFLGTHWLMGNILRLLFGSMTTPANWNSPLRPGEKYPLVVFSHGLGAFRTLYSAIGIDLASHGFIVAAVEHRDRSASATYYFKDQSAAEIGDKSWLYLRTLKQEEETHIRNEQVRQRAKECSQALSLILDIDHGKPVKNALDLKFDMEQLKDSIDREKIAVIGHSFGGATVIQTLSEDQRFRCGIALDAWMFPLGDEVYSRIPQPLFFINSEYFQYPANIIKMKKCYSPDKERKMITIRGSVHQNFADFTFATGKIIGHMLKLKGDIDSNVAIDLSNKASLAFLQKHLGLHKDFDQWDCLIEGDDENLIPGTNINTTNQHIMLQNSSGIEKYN
Bcl-xL primary = inhibitors of human Bcl-xL. GST-Bcl-xL / FITC-Bim BH3 peptide fluorescence polarization. inhibition, % at 10.9 µM. Q07817. 0.7% of 320,000 active;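 active = inhibition above the mean of all tested compounds plus 3 SD, cutoff set per campaign, cut at about 30% in these data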;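 also: 0% = DMSO wells and 100% = unlabeled Bim-BH3 peptide competitor; inhibitors lower millipolarization by displacing the labeled peptide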
GLD-1 TGE inh = GLD-1-TGE RNA interaction inhibition (C. elegans); 0.44% of 320,000 active; AID 2280; Q17339; inhibition, % at 5.96 µM; purified GLD-1 + fluorescein TGE RNA, fluorescence polarization;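 active = percent inhibition above a per-plate cutoff, the plate mean of test compounds plus 3 SD, cut at about 30% in these data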;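 also: 0% = DMSO wells with GLD-1 and probe and 100% = wells lacking GLD-1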
Target sequence (Q17339 whole entry, looked up): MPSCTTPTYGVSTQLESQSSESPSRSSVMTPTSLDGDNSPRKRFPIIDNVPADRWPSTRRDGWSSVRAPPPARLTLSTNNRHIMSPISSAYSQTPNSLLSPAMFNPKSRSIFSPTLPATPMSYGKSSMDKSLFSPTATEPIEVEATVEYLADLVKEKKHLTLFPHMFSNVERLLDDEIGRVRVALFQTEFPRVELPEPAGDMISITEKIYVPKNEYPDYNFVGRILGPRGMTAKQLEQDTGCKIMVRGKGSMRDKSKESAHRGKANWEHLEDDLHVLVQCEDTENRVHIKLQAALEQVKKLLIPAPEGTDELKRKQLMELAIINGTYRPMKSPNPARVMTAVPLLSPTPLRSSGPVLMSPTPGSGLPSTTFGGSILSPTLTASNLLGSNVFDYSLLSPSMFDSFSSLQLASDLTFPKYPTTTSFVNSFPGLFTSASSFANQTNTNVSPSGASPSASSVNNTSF
MCL1 BIM primary = inhibitors of human MCL1 binding to BIM-BH3 peptide | Q07820 | GST-MCL1 / FITC-Bim-BH3 fluorescence polarization | inhibition, % at 10.9 µM | 0.68% of 320,000 active | AID 2057;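 active = inhibition above the mean inhibition of all tested compounds plus 3 SD, set per campaign, cut at about 40% in these data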;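 also: 0% = DMSO wells and 100% = unlabeled Bim-BH3 peptide control; higher means more loss of mP so more displacement of Bim peptide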
MEX-5 binding = C. elegans MEX-5 TCR-2 RNA binding activity; Q9XUB2; MEX-5/FITC-TCR2 RNA binding, fluorescence polarization; active compounds read low; activity score (negative = inhibition of binding), % at 10 µM; 0.38% of 300,000 active; AID 1832;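 active = inhibition past about -25% in most replicates, and total fluorescence under double the plate's negative control median, limit read from the data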;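 also: 0% = DMSO and -100% = 5 µM competing unlabeled TCR2 RNA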
PME-1 inh = PME-1 (human) inhibition; AID 2130; 0.53% of 320,000 active; recombinant PME-1, FP-Rh probe fluorescence polarization; inhibition, % at 5.9 µM;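 active = inhibition above the campaign mean of all compounds plus 3 SD, cut at about 26% in these data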;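 also: competitive labeling of PME-1 active site by serine hydrolase directed probe; 0% = PME-1 with DMSO and 100% = wells lacking PME-1 enzyme; inhibitors block probe labeling so polarization falls and inhibition rises; many of its hits are not listed in these tables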
PAFAH1B2 inh = PAFAH1B2 (human) inhibition; 1.2% of 340,000 active; inhibition, % at 3.39 µM; recombinant PAFAH1B2, FP-rhodamine activity probe, fluorescence polarization; P68402;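 active = inhibition above the mean of all tested compounds plus 3 SD, cut at about 24% in these data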;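 also: 0% = enzyme with DMSO and 100% = wells lacking PAFAH1B2; many of its hits are not listed in these tables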
An asterisk follows results filed as active; / = not tested or not shown. These rows are one share of the data. The share of hits here may be higher or lower than overall.

Sample of the layout:
SMILES	AHR act	Fam108B inh	pPAFAH inh	Bcl-xL primary	GLD-1 TGE inh	MCL1 BIM primary	MEX-5 binding	PME-1 inh	PAFAH1B2 inh
Cc1ccc(C(=O)C2=C(O)C(=O)N(c3ncccn3)C2c2ccccc2F)o1 (stereo not given)	2	11	1	29	11	24	-1.6	3	0
Cc1cccc(N(Cc2cc(=O)[nH]c3ccccc23)C(=O)CCl)c1	7	-7	7	3	0	11	-1.2	-4	1
O=C(COC(=O)c1ccc(Br)o1)NCCCc1ccccc1	0	0	10	4	2	3	1.1	1	2
CCn1c(=O)cc(SCC(=O)N2CCN(C)CC2)c2ccccc21	4	4	4	1	7	-5	0.3	0	-2
C/C(=N\N1CCN(Cc2ccccc2Cl)CC1)c1ccc([N+](=O)[O-])cc1	-1	0	-1	-7	-4	-10	-1.3	-2	3

The list itself, repeating the preview:
SMILES	AHR act	Fam108B inh	pPAFAH inh	Bcl-xL primary	GLD-1 TGE inh	MCL1 BIM primary	MEX-5 binding	PME-1 inh	PAFAH1B2 inh
Cc1ccc(C(=O)C2=C(O)C(=O)N(c3ncccn3)C2c2ccccc2F)o1 (stereo not given)	2	11	1	29	11	24	-1.6	3	0
Cc1cccc(N(Cc2cc(=O)[nH]c3ccccc23)C(=O)CCl)c1	7	-7	7	3	0	11	-1.2	-4	1
O=C(COC(=O)c1ccc(Br)o1)NCCCc1ccccc1	0	0	10	4	2	3	1.1	1	2
CCn1c(=O)cc(SCC(=O)N2CCN(C)CC2)c2ccccc21	4	4	4	1	7	-5	0.3	0	-2
C/C(=N\N1CCN(Cc2ccccc2Cl)CC1)c1ccc([N+](=O)[O-])cc1	-1	0	-1	-7	-4	-10	-1.3	-2	3
O=c1c(Cc2ccccc2)c(O)ccn1C1CCCCCCC1	0	-2	0	4	4	-2	1.3	-6	11
O=C(C1CCN(S(=O)(=O)c2cccc3cccnc23)CC1)N1CCN(C2CCCC2)CC1	0	0	-8	6	2	5	0.9	2	6
O=C(NC1CCCCC1)N1CCCC(CNS(=O)(=O)Cc2ccccc2)C1 (stereo not given)	6	6	0	-2	3	-4	-0.6	-6	1
C=CCc1c(C)nc(SCC(N)=O)[nH]c1=O	1	7	6	-1	-13	-1	-0.8	-2	-1
CN(C)c1ccc(C2C=C(c3ccc(Cl)cc3OC(F)F)Nc3ncnn32)cc1 (stereo not given)	37	1	11	-21	-41	-36	2.7	5	3
CCOc1cc(C#N)ccc1OCC(=O)N1CCc2ccccc2C1	7	-1	5	3	-1	0	-2.3	6	1
Nc1nnnn1/N=C/c1ccccc1OCc1ccc(Cl)cc1Cl	73*	5	7	1	-3	6	-1.8	-3	2
O=C1NC(=Nc2ccccc2)CS1	1	0	3	-2	5	-2	0.8	-7	2
O=C(Nc1cccc(OC(F)(F)F)c1)c1ccc(Br)o1	18	-6	2	3	1	7	-0.1	-5	0
CCCCn1c(N)c(N(CC(C)C)C(=O)CN2C(=O)C3CCCCC3C2=O)c(=O)[nH]c1=O (stereo not given)	2	1	2	-11	3	-15	0.1	0	2
Cn1c(=O)oc2cc(S(=O)(=O)N3CCC(C(=O)NCc4cccs4)CC3)ccc21	0	4	1	6	1	3	2.6	6	2
O=C(c1ccco1)n1nc(-c2ccccc2)nc1SCc1ccccc1	24	4	-2	2	3	-4	-1.0	1	3
CC(=O)Nc1ccc(S(=O)(=O)N2CCN(C(=O)N3CCCC3)CC2)cc1	1	1	-2	-2	6	-1	-2.4	4	3
COc1ccc(N(C(=O)c2ccccc2C)S(=O)(=O)c2cccs2)cc1	1	5	4	1	7	-1	1.4	-8	9
c1ccc(N2CCN(c3ncnc4c3oc3ccccc34)CC2)cc1	-3	1	5	4	-4	3	0.6	22	3
CN1CCN(C(=O)CCCOc2cc(=O)n(C)c3ccccc23)CC1	-1	0	3	1	-6	-1	-1.3	1	8
COCCn1c(C)cc(/C=C2/NC(=O)N(c3ccc(Cl)cc3)C2=O)c1C	32	4	10	9	-2	3	0.4	1	-1
COCCNC(=O)CSc1nnc(CCCN2C(=O)c3cccc4cccc(c34)C2=O)n1-c1ccccc1	0	-5	6	0	7	-5	-0.7	-6	9
Cc1cc(NS(=O)(=O)c2ccc(NC(=O)CCSc3ccc(F)cc3)cc2)nc(C)n1	1	2	3	6	4	1	1.7	-5	20
COc1ccc(CNC(=O)C23CC4CC(CC(Br)(C4)C2)C3)cc1	0	-3	-1	-2	-5	-2	-0.5	7	26*

The list goes on.
SMILES	AHR act	Fam108B inh	pPAFAH inh	Bcl-xL primary	GLD-1 TGE inh	MCL1 BIM primary	MEX-5 binding	PME-1 inh	PAFAH1B2 inh
N#Cc1c(C(F)(F)F)cc(-c2ccccc2Cl)[nH]c1=O	2	0	16	10	-1	8	1.7	5	-1
Cc1ccc(CN2C(=O)CSC(C)C2=O)cc1 (stereo not given)	1	0	2	0	7	-1	4.8	1	8
Cc1ccc(Cl)cc1N1CCN(C(=O)CSc2nnc3n2C(C)(C)Cc2ccccc2-3)CC1	-11	-4	2	-2	12	4	-1.3	-4	5
CCC(=O)Nc1nonc1-c1nc2ccccc2n1CC(C)C	3	4	2	3	3	4	2.5	2	5
C=C1SC(=Nc2c(C)cc(C)cc2C)N(C(=O)c2sc3ccccc3c2Cl)C12CCCCC2	2	-2	-5	6	-9	8	4.2	1	3
CN(C)CCNC(=O)c1coc(=O)c(Br)c1	-1	4	0	7	2	8	2.7	2	7
Cc1n[nH]c(C)c1S(=O)(=O)N1CCCC(C(=O)O)C1 (stereo not given)	0	/	1	/	5	/	/	/	-1
Cc1ccc(S(=O)(=O)Nc2ccc3c(c2)C(=O)N([C@H](C)CO)C[C@@H](C)[C@@H](CN(C)C(=O)Nc2cccc4ccccc24)O3)cc1	2	/	18	/	3	/	/	/	16
O=C(O)CC1C(=O)OCN1C(=O)OCc1ccccc1 (stereo not given)	0	0	1	5	1	6	-1.3	6	-2
CCOc1ccc2nc(SCC(=O)N3c4ccccc4Sc4ccccc43)c(C#N)cc2c1	8	-10	17	55*	48*	1	-0.1	-2	-8
CC1Cc2ccccc2N1CC(=O)Nc1ccc(S(N)(=O)=O)cc1 (stereo not given)	3	4	2	-2	1	-9	1.6	7	-3
O=c1[nH]c(-c2ccccc2)c(-c2ccccc2)o1	0	-2	3	2	-4	-4	-0.2	-2	2
Cc1ccc(CS(=O)Cc2ccc(C(=O)NC3CCC(C)CC3)o2)cc1 (stereo not given)	2	-2	7	1	4	-3	3.2	-1	-2
Cc1ccc(NC(=O)c2ccn(C(=O)Nc3ccccc3)n2)c(C)c1	4	2	-1	-5	0	-4	-0.9	-3	1
COc1cc(OC)cc(C(=O)N[C@H](C(=O)OCC(=O)Nc2cccnc2Cl)C(C)C)c1	11	/	-3	-3	2	-12	/	2	-1
O=C1CC(c2ccccc2Cl)=NN(c2ncnc3ccccc23)C1=O	39	-3	-3	-16	-25	-32	0.9	6	1
Cn1nnnc1SCC(=O)Nc1cccc(S(=O)(=O)N2CCCCC2)c1	0	/	-5	/	3	/	/	/	6
O=C(CSCc1ccccc1Cl)NCCSc1ccccn1	3	-2	3	4	3	-6	0.3	-4	2
Cc1cccc(OCc2nc3c4c(ncn3n2)-c2ccccc2CC42CCCC2)c1	-5	-8	2	3	3	0	5.7	2	-5
COc1ccc(CN2CCN(C)CC2)cc1OCc1ccccc1	1	7	8	0	6	-3	-0.7	4	2
COc1cc(/C=N/NC(=O)c2ccccc2Cl)ccc1Oc1ccc([N+](=O)[O-])cn1	16	1	-8	-1	2	6	-0.6	3	2
c1ccc(CC2CCN(Cc3nc(-c4ccccc4)no3)CC2)cc1	0	-6	7	2	2	3	-1.7	-5	5
NCC(=O)CCC(=O)O	-2	-2	-5	0	0	7	-0.5	-3	0
ClC(Cl)c1nnc(-c2ccccc2)c(-c2c[nH]c3ccccc23)n1	25	0	1	10	-1	0	2.3	-7	-3
C=CCn1c(NCCc2ccccc2)nc2c1c(=O)n(C)c(=O)n2C	4	5	7	0	4	-8	-2.8	7	5

Five entries from above, with values under each structure.
Every second line gives: AHR act | Fam108B inh | pPAFAH inh | Bcl-xL primary | GLD-1 TGE inh | MCL1 BIM primary | MEX-5 binding | PME-1 inh | PAFAH1B2 inh
O=C(CSCc1ccccc1Cl)NCCSc1ccccn1
  3 | -2 | 3 | 4 | 3 | -6 | 0.3 | -4 | 2
CC1Cc2ccccc2N1CC(=O)Nc1ccc(S(N)(=O)=O)cc1 (stereo not given)
  3 | 4 | 2 | -2 | 1 | -9 | 1.6 | 7 | -3
C=CCn1c(NCCc2ccccc2)nc2c1c(=O)n(C)c(=O)n2C
  4 | 5 | 7 | 0 | 4 | -8 | -2.8 | 7 | 5
Cc1ccc(S(=O)(=O)Nc2ccc3c(c2)C(=O)N([C@H](C)CO)C[C@@H](C)[C@@H](CN(C)C(=O)Nc2cccc4ccccc24)O3)cc1
  2 | / | 18 | / | 3 | / | / | / | 16
CCC(=O)Nc1nonc1-c1nc2ccccc2n1CC(C)C
  3 | 4 | 2 | 3 | 3 | 4 | 2.5 | 2 | 5

The list goes on:
SMILES	AHR act	Fam108B inh	pPAFAH inh	Bcl-xL primary	GLD-1 TGE inh	MCL1 BIM primary	MEX-5 binding	PME-1 inh	PAFAH1B2 inh
COc1ccc2c(c1)C=C(CN1CCN(Cc3ccccc3C)C(CCO)C1)CO2 (stereo not given)	0	1	6	7	6	2	-2.0	-2	4
O=C(Cc1cccs1)Nn1c(Cc2cccs2)nc2ccccc2c1=O	1	0	9	1	3	-1	0.5	2	2
CC(Sc1nnc(C(F)(F)F)n1C)C(=O)Nc1ccc(N2CCOCC2)cc1 (stereo not given)	2	/	3	/	0	/	/	/	5
Cc1nc2[nH]c(=O)c3c(n2n1)NC1=C(C(=O)CC(C)(C)C1)C3c1ccc(F)cc1 (stereo not given)	2	0	8	-1	2	0	-6.1	-2	2
C=CCn1c(NC(=O)c2ccccc2)nc2ccccc21	87*	-5	2	-1	2	2	2.5	-3	0
COc1ccc(OCc2cc(C(=O)N(C)Cc3cnccn3)no2)c(Cl)c1	-2	-1	3	-1	14	0	-1.3	1	-2
CCOc1cc(/C=C2\C(=N)N3N=C(CC)SC3=NC2=O)ccc1OCCOc1ccc(NC(C)=O)cc1	19	-2	3	1	-4	2	-4.0	-6	3
O=C(Cn1c(=O)oc2ccccc21)c1ccccc1	-3	-1	5	2	-8	-4	0.0	3	-1
CN(C)/C=C1/C(=O)Nc2ccccc21	20	-2	5	3	-2	3	4.1	-2	0
COc1cccc(NC(=O)CSc2ncc(S(=O)(=O)c3ccccc3)c(=O)[nH]2)c1	2	-6	-8	0	-1	2	1.5	9	2
O=C(NCC(O)c1ccc([N+](=O)[O-])cc1)c1cccc(S(=O)(=O)N2CCCC2)c1 (stereo not given)	-1	1	1	3	9	-3	1.3	2	1
Cc1ccc(SCC(=O)OCC(=O)N(C)CC(=O)Nc2ccc(F)cc2)cc1	4	6	27*	-5	0	-16	0.9	-1	44*
CCCn1c(N)c(C(=O)CSc2nnc(C3CC3)n2C2CC2)c(=O)[nH]c1=O	1	/	-6	/	3	/	/	/	-1
CCCn1cc(SCC(=O)NCc2ccco2)c2ccccc21	9	-9	4	2	7	2	-2.6	0	2
O=C(CCN1CCOCC1)NNC(=O)c1ccc([N+](=O)[O-])cc1[N+](=O)[O-]	8	/	3	/	5	/	/	/	5

Screening data (PubChem BioAssay)
